Assay outcomes (PubChem BioAssay)
FEN1 inhibitor = human FEN1 inhibition. Recombinant FEN1 flap cleavage, fluorescence, 15 min. Potency, µM (doses to about 114 µM), inactives show at the top dose activity change, negative = inhibition, most hits filed as inhibitors. actives 0.35% (n = 390,000). AID 588795; also: nearly all actives have a fitted effect of over 65% in size
Target sequence (P39748 whole entry, looked up): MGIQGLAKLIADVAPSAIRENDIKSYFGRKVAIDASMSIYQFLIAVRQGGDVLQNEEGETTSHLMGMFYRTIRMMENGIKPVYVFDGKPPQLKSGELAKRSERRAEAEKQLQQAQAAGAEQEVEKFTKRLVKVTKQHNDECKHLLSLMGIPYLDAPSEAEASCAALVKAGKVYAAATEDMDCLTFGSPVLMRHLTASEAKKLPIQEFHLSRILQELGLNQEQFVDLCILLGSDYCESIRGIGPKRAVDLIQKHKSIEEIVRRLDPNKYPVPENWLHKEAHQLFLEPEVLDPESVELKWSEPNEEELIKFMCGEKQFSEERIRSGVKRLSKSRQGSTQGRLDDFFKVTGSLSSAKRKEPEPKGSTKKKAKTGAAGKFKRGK
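FEN1 at 10 nM, compound pretreatment for 15 min (room temperature), 50 nM final substrate to initiate; endpoint reads at 0 and 15 min; DMSO-only plates used as vehicle background.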
KAT2A inh = inhibitors of human GCN5L2 histone acetyltransferase; Potency, µM (top dose mostly 58.9 µM), for the others: at the highest dose activity change, negative = inhibition, hits mostly inhibitors; AID 504327; actives 0.21% (n = 390,000); GCN5L2 HAT assay, ThioGlo1 CoA-SH fluorescence; Q92830
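Enzyme at 20nM final was mixed with library compounds for 15 min at room temperature. Peptide H3(1-25) at 75uM, acetyl-CoA at 70uM and ThioGlo1 at 50uM were then added. Plates were read immediately and after 20 min (Ex340nm/Em540nm).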
N370S GC = inhibits or activates N370S mutant glucocerebrosidase; N370S GC spleen homogenate, 4MU-glucoside fluorescence; Potency, µM (top dose mostly 59.4 µM), for inactives: at the top dose activity change, negative = inhibition, actives largely listed as inhibitors; P04062; actives 0.092% (n = 330,000);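 also: 0% = full enzyme activity and -100% = no enzyme basal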
* marks the source's active call; other numbers are inactive results; ? = inconclusive; . = no result given; & = joins results of further samples; [ ] = another dose, or the depositor's remark. Calls follow the shape of the dose curve; as a rule, active = well fitted curve in the direction sought with a large enough effect; inconclusive = small, poorly fitted or top-dose-only effect, or another doubt; inactive = no such curve, though single readings can be large; an effect the other way counts as inactive or inconclusive. Unless noted, % is scaled to controls: 0 for no effect and ±100 for the full control effect; potency is read from the fitted curve at half-maximal effect. An excerpt; count on the stated rates, not on these rows.

Below each compound – FEN1 inhibitor, KAT2A inh, N370S GC
- C=CCn1c(O)c(C(C)=NCc2ccc3c(c2)OCO3)c(=O)[nH]c1=O
→ -6%, -2%, 6%
- O=C1CC(N2CC=C(c3ccc(F)cc3)CC2)C(=O)N1c1ccc(F)cc1 (stereo not drawn)
→ -5%, 0%, -9%
- Cc1ccc(N2C(=O)/C(=C/N3CCN(C(=O)c4ccco4)CC3)C(=O)NC2=S)cc1C
→ -14%, 32%[activator], -12%
- Fc1ccc(CNCCc2ccccc2F)cc1
→ 9%, -4%, ?
- CC(C)CN1CCC2(CC1)CCN(C(=O)Oc1ccccc1)CC2
→ ., -9%, -5%
- COC(=O)C1=C(c2cccc(C#N)c2)C[C@@H]2CC[C@H]1N2C(=O)NC1Cc2ccccc2C1
→ 5%, -1%, .
- CC12CCCCC1=[N+]([O-])CN2O (stereo not drawn)
→ -5%, -4%, 3%
- COC(=O)C1=C(c2ccc(F)cc2OCc2ccccc2)C[C@@H]2CC[C@H]1N2C(=O)NC(C)C
→ 10%, -21%, .
- CCNN
→ ., -24%, -1%
- CC(=O)OC1CC2C(C)(C)C(=O)C=C[C@]2(C)C2CC[C@]3(C)C(=CC(=O)OC3c3ccoc3)[C@]12C (stereo partly drawn)
→ ., 11%, -6%
- O=C(c1ccc2c(c1)ncn2C1CCCCC1)N1CCC2(CC1)OCCO2
→ -6%, -7%, 15%
- COC(=O)Nc1nc2ccccc2[nH]1
→ -2%, ., 0%
- CCOP(=O)(OCC)C(NC(=O)c1ccc(C)cc1)=C(Cl)Cl
→ -1%, 2%, 8%
- CN1CCc2nc(SCc3cccc(Br)c3)c(C#N)cc2C1
→ 8%, -10%, -1%
- CCCCCCn1c(O)c(C=NC2CCN(Cc3ccccc3)CC2)c(=O)[nH]c1=O
→ 0%, 2%, -10%
- COc1ccc(C2NCc3ccc4c(c3-n3cccc32)OCO4)cc1O (stereo not drawn)
→ 4%, -16%, 1%
- O=C(C[N+]12CCC(CC1)C(OC(=O)c1ccccc1)C2)c1ccc([N+](=O)[O-])cc1 (stereo not drawn)
→ -13%, 3%, -4%
- CC1CCN(CCc2nc3ccccc3[nH]2)CC1
→ 6%, -4%, -11%
- CC1N(C)c2cc(NC(=O)c3ccco3)c(P(=O)(Nc3ccc([N+](=O)[O-])cc3)N3CCOCC3)cc2C1(C)C (stereo not drawn)
→ ?, -16%, -9%
- COc1ccc(C2=NCC(=O)N(CC(=O)NCc3ccco3)c3sc4c(c32)CCCC4)cc1
→ -11%, 0%, -24%

Some values from the entries so far.
For KAT2A inh, Fc1ccc(CNCCc2ccccc2F)cc1 shows -4%
For N370S GC, CC1N(C)c2cc(NC(=O)c3ccco3)c(P(=O)(Nc3ccc([N+](=O)[O-])cc3)N3CCOCC3)cc2C1(C)C (stereo not drawn) shows -9%

New compounds follow.
Below each compound – FEN1 inhibitor, KAT2A inh, N370S GC
- Cc1nn(Cc2ccccc2)c(Cl)c1C(=O)OC(C)C(=O)Nc1ccc(F)cc1Cl (stereo not drawn)
→ 0%, 24%, 5%
- Cc1cccn2c(=O)c(C=Nc3ccccc3)c(NCc3ccco3)nc12
→ ?, -6%, 10%
- O=c1[nH]c(=O)n(CCC2=CCCCC2)c(O)c1C=NC1CCN(Cc2ccccc2)CC1
→ -4%, -4%, 7%
- COC(=O)Cn1cc(C=C2C(=O)NC(=O)NC2=O)c2ccccc21
→ ?, -7%, -2%
- CCOC(=O)c1c(C)n(Cc2ccco2)c2c1cc(O)c1ccccc12
→ -3%, -11%, -5%
- CCCCn1c(O)c(C(C)=Nc2ccc3c(c2)CCC3)c(=O)[nH]c1=O
→ 0%, 2%, 0%
- CCC(=NCCC(c1ccccc1)c1ccccc1)c1c(O)[nH]c(=O)[nH]c1=O
→ 14%, 1%, 2%
- CCN1C[C@]2(COC)[C@H](O)C[C@H](OC)[C@]34C1C([C@H](OC)[C@H]23)[C@]1(OC(C)=O)C2[C@@H](OC(=O)c3ccccc3)C(O)(C[C@H]24)[C@@H](OC)[C@@H]1O
→ ., -11%&-12%, -12%&-1%
- CN1Cc2ccccc2[C@@H]2c3cccc4[nH]cc(c34)C[C@H]21
→ ., -17%&-23%, -21%&-15%
- CC(Cc1ccccc1)NCCC(c1ccccc1)c1ccccc1 (stereo not drawn)
→ 11%, -1%, -29%
- Cc1ccc(/C=C2\C(=O)NC(=S)N(c3ccc(F)cc3)C2=O)o1
→ ?, ?, -22%
- CCCc1ccc(OCC(=O)Nc2ccc(Cl)cc2C(=O)c2ccccc2)cc1
→ 4%, -9%, .
- O=Cc1c(C(=O)O)n(Cc2ccccc2Cl)c2ccccc12
→ -15%, -1%, 8%
- O=C(COc1ccc(Cl)cc1)N1CCN(Cc2ccccc2)CC1
→ -14%, 0%, -27%
- c1ccc2c3c([nH]c2c1)C1(CCNCC1)NCC3
→ -5%, 0%, 17%
- CC(c1ccccc1)(c1ccccc1)c1ccncc1
→ -8%, -5%, 0%
- Oc1c(Cl)cc(Cl)cc1CN1CCN(Cc2ccccc2)CC1
→ -2%, -13%, -7%
- CCN1CCCC(OC(=O)C(c2ccccc2)c2ccccc2)C1 (stereo not drawn)
→ -14%, ?, -10%&-4%
- CC(C)[C@@]1(NC(=O)[C@@H]2C[C@H]3c4cccc5[nH]cc(c45)C[C@@H]3N(C)C2)O[C@]2(O)[C@H]3CCCN3C(=O)[C@H](Cc3ccccc3)N2C1=O
→ ., -14%[21.4 µM], 11%[21.6 µM]
- COc1ccc(-c2nc(CN3C(=O)CN=C(c4ccccc4Cl)c4cc(Cl)ccc43)c(C)o2)cc1OC
→ -12%, -7%, .
- COc1ccc2c3c1O[C@H]1C(=O)CC[C@H]4[C@@H](C2)N(C)CC[C@]314
→ 12%, -2%&17%, -3%
- O=c1[nH]c(=O)n(Cc2ccccc2)c(O)c1/C=N/Nc1c(F)c(F)c(F)c(F)c1F
→ 15%, 0%, -8%
- COC(=O)C(c1ccccc1)N1CCCCCC1 (stereo not drawn)
→ 0%, ., -1%
- CCC12CN3CCN(CC(C3)C1O)C2 (stereo not drawn)
→ 12%, -1%, 4%
- COc1ccc(CCNC2CCCCC2)cc1OC
→ -13%, 1%, 1%
- O=C1NC(=O)N(c2ccccc2)C(=O)/C1=C/C=C/c1ccco1
→ ?, 26%, -7%
- COc1ccc(-n2cnc3cc(C(=O)N4CCC5(CC4)OCCO5)ccc32)cc1
→ 22%, -6%, -4%
- O=C(Nc1ccccc1)c1cc([N+](=O)[O-])ccc1N1CCNCC1
→ -4%, -2%, -20%
- CCc1cc(=O)oc2cc(C)cc(OCC(=O)N3CCC(C(=O)O)(c4ccccc4)CC3)c12
→ -2%, ?, -7%
- C=C1[C@@H]2C[C@]3(C(CC2=O)[C@]24C5C[C@H]3[C@H]2N(CC)C[C@]5(C)CC[C@@H]4O)[C@@H]1O (stereo partly drawn)
→ ., -1%, -3%
- CC(=O)C1CCC2C3CCC4CC(O)CCC4(C)C3CCC12C (stereo not drawn)
→ -10%, 0%, 1%
- O=c1[nH]c(=O)n(Cc2ccc(F)cc2)c(O)c1C=NCCN1CCCCC1
→ -13%, 50%[activator], 5%
- CC(=NCCCN1CCOCC1)c1c(O)n(Cc2ccccc2)c(=O)[nH]c1=O
→ -16%, -5%, ?
- COc1cccc(OP(=O)(Nc2ccccc2)Oc2cccc(OC)c2)c1
→ -24%, -16%, ?
- COc1ccc(C(=O)C(Cc2ccccc2)N(C)C)cc1 (stereo not drawn)
→ -4%, -21%, -4%
- OC(c1ccc(F)cc1)C(c1ccccc1)N1CCOCC1 (stereo not drawn)
→ -10%, ., 23%
- COc1ccc(CCN)cc1OC
→ 15%, ?, 10%
- CCOP(=O)(OCC)C(O)c1ccc(OC)cc1 (stereo not drawn)
→ 17%, -4%, 4%
- CN1CCN(c2ccc([N+](=O)[O-])c(NCc3ccco3)c2)CC1
→ -4%, 0%, -19%
- CCCC(C)n1[nH]c(=O)c2c1NC(=O)CSC2c1ccccc1 (stereo not drawn)
→ 0%, -2%, -3%
- O=C1c2cccc(O)c2C(=O)c2c(O)cc(CO)cc21
→ ?, 17%, -5%
- Cc1ccc2nc3c(cc2c1)CC1(C(=O)N(C)C(=O)N(C)C1=O)C1COCCN31 (stereo not drawn)
→ 2%, -5%, -2%
- CCCC(C)C1(CC)C(=O)NC(=Nc2ccc(F)cc2)NC1=O (stereo not drawn)
→ -2%, -1%, -6%
- CCN(CC)C(=O)C(C(=O)c1cccc([N+](=O)[O-])c1)n1cc(Cl)ccc1=O (stereo not drawn)
→ 0%, 41%[activator], 0%
- CC1CCC(C(C)C)C(OP(N)(=O)c2ccccc2)C1 (stereo not drawn)
→ 5%, -3%, -5%
- c1ccc(CNCCc2c[nH]c3ccccc23)cc1
→ 13%, -1%, -4%
- COc1ccc(CN2CCN(C(=O)Cc3ccccc3)CC2)c(OC)c1
→ 0%, -2%, 18%
- CN1C(=O)C(=Cc2cn(CC(=O)N3CCCC3)c3ccccc23)C(=O)N(C)C1=O
→ -5%, -1%, -5%
- CC(=NCCc1ccccc1)c1c(O)n(C)c(=O)n(C)c1=O
→ -2%, -17%, -13%
- CN1C(=O)C(=Cc2ccccc2OCc2ccccc2Cl)C(=O)N(C)C1=O
→ -6%, 1%, 25%
- CC(CO)NC(=O)C1C=C2c3cccc4[nH]cc(c34)CC2N(C)C1 (stereo not drawn)
→ ., ?, -5%
- CC12CCC3C(CCC4=C(O)C(=O)CCC43C)C1CCC2=O (stereo not drawn)
→ ., -5%, 2%
- CCCCCCn1c(O)c(C=NCCCn2ccnc2)c(=O)[nH]c1=O
→ -5%, 0%, -3%
- COc1ccc2sc(-c3ccccc3OC)c(-c3ccc(OCCN4CCOCC4)cc3)c2c1
→ ?, -10%, .
- COc1ccc(N=Cc2c(O)n(CC3CCCO3)c(=O)[nH]c2=O)cc1 (stereo not drawn)
→ 12%, -2%, 6%
- O=S1(=O)N(CCN2CC=C(c3c[nH]c4cc(F)ccc34)CC2)c2cccc3c2N1CCC3
→ -23%, ?, ?
- COC(=O)C1=C(c2ccc(OC)c(OC)c2)C[C@@H]2CC[C@H]1N2C(=O)NCc1cccc2ccccc12
→ -2%, -8%, .
- COc1ccccc1CCNCc1cc2c(cc1[N+](=O)[O-])OCO2
→ 2%, 1%, 7%
- COC(=O)C1=C(c2ccc(F)cc2OCc2ccccc2)C[C@@H]2CC[C@H]1N2C(=O)NCc1cccc(F)c1
→ -33%, -14%, .
- COC(=O)C1=C(c2ccc3ccccc3c2)C[C@@H]2CC[C@H]1N2C(=O)N1CCCCC1
→ -25%, -12%, .

Next part.
Below each compound – FEN1 inhibitor, KAT2A inh, N370S GC
- Cc1ccc(OCCSC2=NN2c2cc(C)nc(N)n2)cc1
→ 2%, -2%, 10%
- Cc1ccsc1C(=O)C1CCCN(Cc2cccn2-c2ccccn2)C1 (stereo not drawn)
→ 7%, -1%, -11%
- CCC(=NC1CC1)c1c(O)n(-c2ccc(OC)cc2)c(=O)[nH]c1=O
→ -1%, -4%, -21%
- CN1CCN(c2nc3ccccc3o2)CC1
→ -6%, -7%, -15%
- Cc1ccc(S(=O)(=O)c2nc(-c3ccccc3Cl)oc2N(C)C2CCN(C)CC2)cc1
→ -14%, -2%, .
- Cn1ccnc1P(=S)(c1nccn1C)N1CCOCC1
→ 5%, -5%, -8%
- CCCNC(=O)N1[C@H]2CC[C@@H]1C(C(=O)OC)=C(c1ccc(F)cc1OCc1ccccc1)C2
→ -3%, -6%, .
- CC(C(=O)O)N(C(=O)c1ccccc1)c1ccc(F)c(Cl)c1 (stereo not drawn)
→ 16%, 14%, 3%
- COc1ccc(CC2(CCc3ccccn3)C(=O)NC(=O)N(c3ccccc3C)C2=O)cc1OC (stereo not drawn)
→ -9%, 0%, -13%
- COc1ccc(NC(=O)c2cc([N+](=O)[O-])ccc2N2CCNCC2)cc1
→ -1%, -3%, 10%
- CC1(C)N=C(c2ccccc2)[C@@H]2C(c3ccc([N+](=O)[O-])cc3)N21 (stereo partly drawn)
→ -2%, 4%, -6%
- COC(=O)Cn1cc(/C=C2\C(=O)NC(=O)N(c3ccccc3)C2=O)c2ccccc21
→ ?, -8%, 1%
- COc1cc(C2SCC(=O)Nc3c2c(=O)[nH]n3C2CCCCCC2)cc(OC)c1OC (stereo not drawn)
→ -2%, 2%, -13%
- COc1cccc(-n2c(O)c(C=Nc3c(C)n(C)n(-c4ccccc4)c3=O)c(=O)[nH]c2=O)c1
→ 0%, -7%, -4%
- O=C(Cn1ncc2c3ccccc3n(Cc3ccccc3)c2c1=O)N1CCC2(CC1)OCCO2
→ ., -6%, -2%
- CC12CN3CN(C1)CC(C)(C3)C2=NO
→ -1%, -2%, -21%
- CN(C(=O)COc1nc2ccccc2s1)c1ccccc1
→ ., 0%, 5%
- CN1C(=O)NC(=O)C(C)(C2=CCCCC2)C1=O (stereo not drawn)
→ -1%, 18%&-4%, 0%
- CC[C@@]1(O)C(=O)OCc2c1cc1n(c2=O)Cc2cc3ccccc3nc2-1
→ -1%, ?, ?
- CCOC(=O)C1=C(N)Oc2c(c(=O)oc3ccccc23)C12C(=O)N(C)c1ccccc12 (stereo not drawn)
→ 3%&-3%, -2%, -9%[2.35 µM]
- CC(C)CCP(=O)(O)c1ccccc1
→ -11%, -9%, 25%
- O=C(NCCN1CCOCC1)c1ccc(Cl)nc1
→ 17%, -17%, 2%
